TDP43 rescue – rescues yeast growth from TDP-43 toxicity; Potency, µM (series often up to 46.1 µM), for inactives: at the top dose growth rescue (activation), usual class: activators; 1.8% of 410,000 active; TDP-43 expressing yeast growth rescue, BacTiter-Glo, 24 h; AID 652104; note: potency is the fitted concentration of half-maximal effect; % of control where 0% means no effect; nearly all actives have a fitted effect of over 50% in size
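Growth rescue of TDP-43-toxic yeast measured as ATP luminescence (BacTiter-Glo). Cells grown to mid-log in raffinose, induced in galactose at OD600=0.02, exposed to compound 24 hr at 30 deg C.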
Akt phos inh – blocks phosphorylation of Akt. Neuro2A IGF-stimulated pAkt S473 HTRF, 20 min; active compounds read low. activity change, % for hits at 50 µM. 0.32% of 360,000 active; in the data active = activity change below about -80%; inconclusive = mostly about -51% to -80%; note: % is set by controls: 0 for no effect and ±100 for the full control effect
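Neuro2A cells (4,500/well, DMEM with 0.5% FBS) were treated with compound at a single 50 µM final concentration, stimulated with 6 nM IGF for 20 min at 37 °C, and lysed. Phospho-Akt Ser473 was read by HTRF as 665/615 ratio ×10^4.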
D3 antag – antagonists of human D3 dopamine receptor; AID 652054; 2.5% of 360,000 active; max response, negative = inhibition, %; D3R cells, DiscoveRx beta-arrestin luminescence, antagonist mode; active compounds read low; in the data active = max response below about -50%; inconclusive = no clear call, values can overlap the other calls; note: % is set by controls: 0 for no effect and ±100 for the full control effect; mostly tested at two doses, the higher about 12 µM
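Cells expressing the human receptor were seeded at 1500 cells/well, incubated overnight at 37 degrees C in 5% CO2, then exposed to library compounds with dopamine controls for 90 minutes at 37 degrees C before luminescent detection.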
aSyn rescue – rescues yeast growth from alpha-synuclein toxicity; Yeast expressing alpha-synuclein, growth rescue, BacTiter-Glo, 24 h; Potency, µM (doses to about 46.1 µM), for the others: at the highest dose growth rescue (activation), actives largely listed as activators; 0.14% of 370,000 active; note: potency is the fitted concentration of half-maximal effect; % of control where 0% means no effect; nearly all actives have a fitted effect of over 65% in size
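Readout is rescue of growth in alpha-synuclein-expressing yeast, so inhibitors of toxicity appear as activators. Growth after 24 hr at 30 deg C in galactose medium is quantified by luminescence.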
PTHR1 ag – activates the human parathyroid hormone receptor PTHR1 | Q03431 | HEK293 GP2 PTHR1 cells, GloSensor cAMP luminescence, 1 h | Potency, µM (titrated, usually from 115 µM), for the others: at the highest dose activation, hits mostly activators | 0.075% of 410,000 active | AID 743266; note: potency is the fitted concentration of half-maximal effect; nearly all actives have a fitted effect of over 55% in size; some results filed as inactive show a strong effect at the top dose; inactives centre near -15; many of its hits are not listed in these tables
Target sequence (Q03431 whole entry, looked up): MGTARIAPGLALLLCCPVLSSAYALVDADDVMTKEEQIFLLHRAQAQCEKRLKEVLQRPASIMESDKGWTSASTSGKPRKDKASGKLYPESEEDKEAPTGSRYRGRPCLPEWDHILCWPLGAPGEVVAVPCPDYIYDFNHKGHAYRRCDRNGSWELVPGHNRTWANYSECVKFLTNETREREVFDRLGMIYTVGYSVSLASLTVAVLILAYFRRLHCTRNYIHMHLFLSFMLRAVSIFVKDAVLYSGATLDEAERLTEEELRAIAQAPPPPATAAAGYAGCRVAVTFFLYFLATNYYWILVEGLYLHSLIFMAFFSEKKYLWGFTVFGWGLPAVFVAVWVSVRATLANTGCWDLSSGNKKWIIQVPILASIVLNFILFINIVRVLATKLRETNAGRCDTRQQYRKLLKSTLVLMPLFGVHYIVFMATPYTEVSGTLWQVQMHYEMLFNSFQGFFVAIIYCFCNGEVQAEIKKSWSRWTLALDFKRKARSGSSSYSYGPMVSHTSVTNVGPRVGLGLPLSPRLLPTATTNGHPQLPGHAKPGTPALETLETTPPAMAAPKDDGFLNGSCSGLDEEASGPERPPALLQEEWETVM
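HEK-293-derived GP2 cells expressing PTHR1 and a GloSensor cAMP reporter, 3,000/well, plated overnight, given luciferin plus IBMX (each 0.5 mM as added) for 1 h at 37 °C, then compound for 1 h at 37 °C. Luminescence was read after 15 min at room temperature.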
FUS yeast rescue – FUS proteinopathy suppression in yeast; 0.24% of 390,000 active; S. cerevisiae FUS-expressing, growth rescue, OD600, 24 h; Potency, µM (top dose mostly 76.6 µM), for inactives: at the highest dose growth rescue (activation), most hits filed as activators;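 note: potency is the fitted concentration of half-maximal effect; plate controls were DMSO vehicle for no effect and reference control for full effect; nearly all actives have a fitted effect of over 55% in size; some results filed as inactive show a strong effect at the top dose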
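Galactose (2%) drives FUS expression in yeast precultured in raffinose; seeding density OD 0.005. Test compounds incubated 24hr at 30C and 99% humidity before absorbance at 600 nm was measured.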
GLP-1R inv ag – GLP-1 receptor (human) inverse agonism | P43220 | HEK293 GLP-1R CRE-luciferase, luminescence, 24 h; GLP-1R form is constitutively active | Potency, µM (top dose mostly 38.3 µM), for inactives: at the top dose activity change, negative = inhibition, usual class: inhibitors | 1.6% of 410,000 active; note: potency is the fitted concentration of half-maximal effect; % is set by controls: 0 for no effect and ±100 for the full control effect; nearly all actives have a fitted effect of over 55% in size
Target sequence (P43220 whole entry, looked up): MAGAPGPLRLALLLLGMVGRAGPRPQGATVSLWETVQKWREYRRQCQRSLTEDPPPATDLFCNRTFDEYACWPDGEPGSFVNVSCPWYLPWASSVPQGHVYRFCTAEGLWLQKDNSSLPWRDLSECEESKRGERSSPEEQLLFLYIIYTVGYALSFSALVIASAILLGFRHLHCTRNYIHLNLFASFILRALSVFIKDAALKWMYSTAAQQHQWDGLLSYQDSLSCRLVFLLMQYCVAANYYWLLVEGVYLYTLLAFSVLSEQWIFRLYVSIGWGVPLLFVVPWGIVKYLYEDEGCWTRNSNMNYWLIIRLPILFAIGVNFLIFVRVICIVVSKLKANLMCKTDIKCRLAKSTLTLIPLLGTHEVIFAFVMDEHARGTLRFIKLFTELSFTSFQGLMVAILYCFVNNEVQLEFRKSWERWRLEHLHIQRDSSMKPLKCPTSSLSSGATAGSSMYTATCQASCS
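qHTS in 1536-well format: reporter HEK293 cells expressing constitutive GLP-1R activity in DMEM + 10% Nu serum, 24 hr with compounds at 37 deg C, luminescence read after 12 min with detection reagent.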
GLP-1R agonist – GLP-1 receptor (human) agonism. P43220. HEK293 GLP-1R CRE-luciferase, luminescence, 4-6 h; cells express a hypersensitive GLP-1R form. Potency, µM (doses to about 45.6 µM), for the others: top-dose activation, most hits filed as activators. 0.007% of 380,000 active. AID 624172; note: potency is the fitted concentration of half-maximal effect; % of control where 0% means no effect
Abeta yeast res – restores growth of yeast expressing A-beta42 peptide; yeast expressing A-beta42, growth rescue, OD600, 48 h; response scale: 0% DMSO, 100% iron-clioquinol control; Potency, µM (titrated, usually from 46.1 µM), for the others: top-dose growth rescue, most hits filed as activators; 0.063% of 410,000 active; AID 1347071; note: potency is the fitted concentration of half-maximal effect; nearly all actives have a fitted effect of over 55% in size
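Yeast A-beta toxicity model in growth medium with pinned compounds, 48 h at 30 C; growth read as absorbance at 600 nm. Normalized to FeCl3/clioquinol equimolar mix (positive) and DMSO (negative).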
* marks the source's active call; other numbers are inactive results; i = inactive; u = inconclusive; x = no result given; [ ] = remark or other dose. Unless noted, calls come from the whole dose curve; as a rule, active = well fitted curve in the direction sought with a large enough effect; inconclusive = small, poorly fitted or top-dose-only effect, or another doubt; inactive = no such curve, though single readings can be large; an effect the other way counts as inactive or inconclusive. A portion of the library; rates above refer to the full screens.

SMILES	TDP43 rescue	Akt phos inh	D3 antag	aSyn rescue	PTHR1 ag	FUS yeast rescue	GLP-1R inv ag	GLP-1R agonist	Abeta yeast res
CN(C)/C=C\C(=C/C(=O)C(F)(F)F)Nc1ccccc1Oc1ccccc1	-12%[0.397 µM]	i	u	20%	-41%[inhibitor]	23%	u	20%	7%
Cc1cnc(C(=O)Nc2ccc(C(=O)N3CCCCC3)cc2)cn1	17%	i	-23	0%	i	-13%	15%	-14%	8%
COc1ccc2[nH]c3c(c2c1)CCN1C(=O)C(CC(=O)NCCc2ccccn2)C[C@H](C(=O)N2CCOCC2)[C@@]31CCC1CCCC1 (some centres not stated)	4%	i	-28	-2%	-10%	17%	8%	0%	-3%
O=C(CCCN1C(=O)NC2(CCCC2)C1=O)Nc1ccc(F)cc1	4%	i	-24	-1%	-2%	9%	-20%	8%	10%
COc1ccc(-c2onc(C)c2C)cc1S(=O)(=O)NCc1cccs1	9%	x	x	x	-15%	24%	-6%	x	-11%
COCCNC(=O)C1CC(c2ccccc2[N+](=O)[O-])=NO1 (configuration not stated)	0%	i	0	1%	-25%	-28%	1%	0%	2%
CCCCNC(=O)/C=C1\Sc2ccccc2NC1=O	4%	i	-1	1%	i	13%	37%[activator]	9%	5%
S=C(Nc1ccccn1)Nc1ccccc1Cl	16µM*	i	-13	-4%	i	-2%	u	14%	22%
CCN(CC)S(=O)(=O)c1ccc(N/N=C/c2ccccc2OCC(=O)O)c([N+](=O)[O-])c1	-1%	i	-13	0%	i	3%	48%[activator]	-3%	3%
CCc1cc2c(=O)[nH]c(-c3ccncc3)nc2s1	1%	i	12	-3%	i	25%	17%	2%	0%
O=C(Cn1cc(S(=O)(=O)Cc2ccc(F)cc2)c2ccccc21)NCc1ccccc1Cl	1%	x	x	x	-28%	8%	-15%	x	-16%
CCNC(=O)CN1C(=O)NC2(CCCc3cc(OC)ccc32)C1=O (configuration not stated)	23%	i	13	-1%	i	-6%	0%	-2%	7%
CC(C)C1C(=O)N(Cc2cn(Cc3ccco3)nn2)CCS(=O)(=O)N1Cc1ccc(-c2ccc(Cl)c(Cl)c2)cc1 (configuration not stated)	28%	i	21	15%	-19%	u	u	-2%	-44%[inhibitor]
Cc1cccc2cc3cccc(C)c3nc12	8%	i	-5	-3%	-17%	-31%	5%	-3%	7%
C=CCOc1ccccc1CN1CCN(CCc2ccccc2)C(CCO)C1 (configuration not stated)	11%	i	u	6%	-14%	23%	u	-3%	4%

A draw from above in order of SMILES length, lowest first.
SMILES	TDP43 rescue	Akt phos inh	D3 antag	aSyn rescue	PTHR1 ag	FUS yeast rescue	GLP-1R inv ag	GLP-1R agonist	Abeta yeast res
Cc1cnc(C(=O)Nc2ccc(C(=O)N3CCCCC3)cc2)cn1	17%	i	-23	0%	i	-13%	15%	-14%	8%
O=C(CCCN1C(=O)NC2(CCCC2)C1=O)Nc1ccc(F)cc1	4%	i	-24	-1%	-2%	9%	-20%	8%	10%
COc1ccc2[nH]c3c(c2c1)CCN1C(=O)C(CC(=O)NCCc2ccccn2)C[C@H](C(=O)N2CCOCC2)[C@@]31CCC1CCCC1 (some centres not stated)	4%	i	-28	-2%	-10%	17%	8%	0%	-3%

(further entries)
SMILES	TDP43 rescue	Akt phos inh	D3 antag	aSyn rescue	PTHR1 ag	FUS yeast rescue	GLP-1R inv ag	GLP-1R agonist	Abeta yeast res
COCCNCCCOc1ccc(C(C)(C)c2ccccc2)cc1	-14%	i	2	-5%	i	7%	u	1%	2%
Cc1c(NC(=O)CSc2ccc3ccccc3n2)c(=O)n(-c2ccccc2)n1C	17%	i	1	8%[1.84 µM]	-14%	13%	2%	16%	2%
CCOC(=O)c1ccc(-n2c(CN3CCC(C(N)=O)CC3)nc3ccc([N+](=O)[O-])cc3c2=O)cc1	8%	i	-2	1%	i	u	46%[activator]	4%	-9%
Cc1ccc(/C=C/C(=O)O)cc1S(=O)(=O)Nc1ccc(C(=O)O)cc1	5%	i	0	u	4%	-4%	7%	-3%	18%
CCN1C(=O)[C@H]2[C@@H](c3ccc(SC4CCCCC4)cc3)N[C@@](CC(C)C)(C(=O)OC)[C@H]2C1=O	6%	i	11	2%	-10%	u	u	-4%	10%
Cc1ccc(N2C(=O)N(CC(=O)N3CCOCC3)C(=O)C2C)cc1 (configuration not stated)	-18%[9.22 µM]	i	-3	0%	-11%	16%	8%	5%	-13%
CC(C)c1cccc(C(C)C)c1NC(=O)CN1C(=O)NC2(CCCC2)C1=O	4%	i	0	1%	-8%	-8%	-6%	-2%	4%
CCOc1cc(S(=O)(=O)n2cc(-c3ccc(F)cc3)c(N)n2)cc(OCC)c1OCC	7%	i	0	10%	-33%[inhibitor][57.5 µM]	30%	2.2µM*	1%	33%
COc1ccc(OC)c(NC2=NC3(CCCCC3)N=C(N)N2)c1	7%	i	-55*	4%	i	1%	-18%	-10%	2%
NC(=O)COC(=O)/C=C/c1ccc(S(=O)(=O)N2CCCCCC2)cc1	x	i	0	4%	-7%	10%	4%	-2%	4%
COc1ccccc1C(CNC(=O)c1ccc(S(=O)(=O)N2CCCCC2)cc1)N(C)C (configuration not stated)	22%	i	11	0%[1.84 µM]	i	5%	u	17%	11%
NC(=O)c1ccc(NC(=O)CS(=O)(=O)c2cn(CC(=O)N3CCCCC3)c3ccccc23)cc1	-2%	i	-2	3%	-24%	1%	-11%	-3%	19%
Nc1nc(NC(=O)CCC(=O)O)nn1-c1ccccc1	-24%	i	19	0%	-23%	7%	4%	0%	-9%
CC(=O)C[C@@H]1SC[C@H](c2ccccc2)N1S(=O)(=O)c1ccc(C)cc1	15%	i	-10	8%	-7%	36%	-16%	x	-5%
CC(NC(=O)CN1CCN(S(=O)(=O)c2ccc(Br)cc2)CC1)c1ccccc1 (configuration not stated)	25%	i	13	4%	i	7%	u	-3%	23%
CCOC(=O)c1c(C)[nH]c(C(=O)OCC(=O)NCc2ccc(OC)c(OC)c2)c1C	-4%	i	4	-7%	-42%[inhibitor]	x	6%	0%	-5%
COc1ccc(C(=O)CC(c2ccccc2)C2C(=O)CCCC2=O)cc1 (configuration not stated)	-16%	i	-5	-16%	i	12%	0%	-1%	2%
Cc1nnc(N2CCCC(C(=O)Nc3ccccc3C(F)(F)F)C2)c2nn(-c3ccccc3)c(C)c12 (configuration not stated)	10%	x	x	x	-5%	2%	3%	x	0%
C/C=C/C(=O)OCC(=O)NC(=O)NC(C)C	-6%	i	0	2%	-6%[57.5 µM]	9%	1%	-7%	u
Cc1ccc(C(=O)C(C)OC(=O)Cn2[nH]c(=O)c3ccccc3c2=O)cc1C (configuration not stated)	4%	i	-12	9%	i	28%	6%	-3%	-6%
O=S1(=O)N[C@@H](Cc2ccccc2)COc2cccc(N3CCSCC3)c21	u	i	-17	17%	i	28%	-20%	6%	u
CCCCC(=O)NC(Nc1cc(C)ccn1)(C(=O)OCC)C(F)(F)F (configuration not stated)	-4%	i	-21	-7%	-14%[57.5 µM]	-8%	u	-12%	4%
Cc1ccc2c(=O)cc(C(=O)N(Cc3ccc(N(C)C)cc3)C3CCS(=O)(=O)C3)oc2c1 (configuration not stated)	7%	x	x	x	i	2%	33%[activator]	x	-15%
CNC(=O)CN1C(=O)C2C3C=CC(C3)C2C1=O (configuration not stated)	u	i	-7	-8%	-3%[57.5 µM]	28%	5%	0%	-12%
O=C(Oc1ccccc1N1C(=O)C2CCCCC2C1=O)c1ccccc1 (configuration not stated)	-3%	i	-16	0%	i	x	4%	-1%	3%
CCCCCN(C(=O)CCC(=O)OCC(=O)N(C)Cc1ccccc1C)c1c(N)n(CCCC)c(=O)[nH]c1=O	30%	i	8	7%	-26%	40%	1%	1%	-29%
O=C(c1ccc2c(c1)N(Cc1ccccc1F)C(=O)c1ccccc1S2(=O)=O)N1CCC(Cc2ccccc2)CC1	6%	x	x	x	-3%	3%	4%	1%	-10%
Nc1ccccc1Sc1cc(Cl)nnc1Cl	13µM*	i	24	5%	-34%[inhibitor]	28%	10%	-5%	13%
CC(=O)Oc1cc(C(=O)OCC(=O)NC23CC4CC(CC(C4)C2)C3)cc(OC(C)=O)c1OC(C)=O	-9%	i	-5	-2%[1.84 µM]	-7%	19%	u	-5%	-7%
O=C(CSCc1ccco1)N1CCc2ccccc21	23%	i	-10	7%	-20%	6%	u	19%	13%
COCc1ccc(CN2CCCC(C(=O)Nc3ccc(-c4cscn4)cc3)C2)o1 (configuration not stated)	-16%	i	2	6%	i	2%	48%[activator]	20%	15%
CC1(C(=O)Nc2ccc3c(c2)OCO3)CCN1C(=O)c1ccccc1 (configuration not stated)	0%	i	28	-9%	-2%	-18%	26%	1%	-10%
O=C(Cn1c(=O)n(CC2CCCO2)c(=O)c2ccccc21)Nc1ccc(F)cc1F (configuration not stated)	19%	x	x	x	i	-20%	0%	-1%	10%
CC1CCCC(C)N1/N=C/c1ccccc1Br (configuration not stated)	-5%	i	-20	-6%	i	17%	-10%	4%	-8%
COc1ccccc1C(C)NC(=O)CCOc1cccc(C)c1 (configuration not stated)	x	i	19	10%	-35%[inhibitor]	2%	u	-1%	25%
O=C(c1ccc(C(F)(F)F)cc1)N1CCC(=O)N([C@H](COCc2ccc(C(F)(F)F)cc2)Cc2ccccc2)CC1	4%	i	-9	2%	-24%	u	u	-3%	13%
CCCc1cc(-c2n[nH]c(=S)n2-c2cccc(C)c2)cs1	7%	i	-2	9%	-3%	13%	-6%	13%	u
CN(C)Cc1c(O)ccc2c(=O)c(-c3ccc(Cl)cc3)coc12	9%	i	15	7%	-5%	8%	9%	-2%	1%
NC(=O)c1nc(Nc2ccccc2)sc1NC(=O)c1c(F)cccc1F	3%	x	x	x	i	11%	30%	x	-3%
CC(C)(C)OC(=O)N1CCC(c2c(C(=O)N3CCN(Cc4ccccc4)CC3)cnn2-c2ccc(Cl)cc2)CC1	0%	x	x	x	i	6%	3%	x	9%

Screening results: PubChem BioAssay, National Center for Advancing Translational Sciences (NCATS)
